# Source: PubChem
# RORgamma inh: inhibitors of mouse ROR gamma transcriptional activity | P51450 | Drosophila S2 Gal4-RORgamma UAS-luciferase reporter, 20 h | Potency, µM (highest dose often 53.6 µM), for inactives: top-dose activity change, negative = inhibition, most hits filed as inhibitors | hit rate 5.4% among 310,000 | AID 2551; also: % is scaled to controls: 0 for no effect and ±100 for the full control effect; nearly all actives have a fitted effect of over 60% in size
# Target sequence (P51450 whole entry, looked up, the tested form may be a part): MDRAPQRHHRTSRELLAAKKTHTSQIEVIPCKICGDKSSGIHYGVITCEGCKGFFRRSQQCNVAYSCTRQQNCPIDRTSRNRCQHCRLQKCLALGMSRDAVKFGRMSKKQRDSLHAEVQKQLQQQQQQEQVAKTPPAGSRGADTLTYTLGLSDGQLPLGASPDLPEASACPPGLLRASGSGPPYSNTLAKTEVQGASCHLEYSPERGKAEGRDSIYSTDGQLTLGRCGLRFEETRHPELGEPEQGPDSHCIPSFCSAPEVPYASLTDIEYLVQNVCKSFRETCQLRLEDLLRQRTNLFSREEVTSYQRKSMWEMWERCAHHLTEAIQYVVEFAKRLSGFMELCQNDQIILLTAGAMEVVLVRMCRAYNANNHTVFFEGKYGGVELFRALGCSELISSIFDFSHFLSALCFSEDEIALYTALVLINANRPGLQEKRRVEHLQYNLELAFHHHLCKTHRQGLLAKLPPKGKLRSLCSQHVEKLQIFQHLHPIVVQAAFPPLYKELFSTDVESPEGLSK
#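 Drosophila Schneider cells stably carrying a metallothionein-driven Gal4 DBD–ROR gamma fusion and a UAS-Photinus luciferase reporter were exposed to compound for 1 hr, then induced with copper sulfate (700 uM final) for 20 hr at ambient temperature before luminescence reading.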
# Gal4-VP16 FLuc: Gal4-VP16 reporter inhibition counter-screen | Potency, µM (doses to about 53.6 µM), for the others: at the highest dose activity, negative = inhibition, hits mostly inhibitors | Drosophila S2 Gal4-VP16 UAS-luciferase, luminescence, 20 h | hit rate 3.5% among 310,000;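 also: Gal4-VP16 expression switched on by copper sulfate through the metallothionein promoter; % is scaled to controls: 0 for no effect and ±100 for the full control effect; nearly all actives have a fitted effect of over 50% in size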
# p53 reactivation: re-activators of mutant p53 | H1299 p53-A138V BP100-luciferase reporter, luminescence, 24 h | Potency, µM (series often up to 92.2 µM), for the others: at the highest dose activity change, positive = activation, actives largely listed as activators | hit rate 0.063% among 320,000 | AID 504706; also: % of control where 0% means no effect; nearly all actives have a fitted effect of over 45% in size
#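 H1299 (p53-null), stable ts p53-A138V + BP100-Luc; 1000 cells/well, Opti-MEM/10% FBS; cpd 4 pt, 1:5; 24 h, 37 deg C, 5% CO2; detection reagent 10 min RT; luminescence.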
# MBNL1 CUG block: MBNL1-poly(CUG) RNA binding inhibition; hit rate 0.036% among 280,000; Potency, µM (doses to about 57.5 µM), without a hit: at the top dose activity change, negative = inhibition, usual class: inhibitors; TR-FRET MBNL1-His/biotin-(CUG)12 binding, 665/545 ratio; active = well fitted inhibition curve with a large enough effect in the signal ratio, with a control signal flat, not every such curve was filed as active; inconclusive = small, poorly fitted or top-dose-only effect, or effect the other way, or a change in a side signal; inactive = no such curve, though single readings can be large or run the other way; the % refers to the signal ratio; also: % is scaled to controls: 0 for no effect and ±100 for the full control effect
# Target sequence (Q9NR56 whole entry, looked up): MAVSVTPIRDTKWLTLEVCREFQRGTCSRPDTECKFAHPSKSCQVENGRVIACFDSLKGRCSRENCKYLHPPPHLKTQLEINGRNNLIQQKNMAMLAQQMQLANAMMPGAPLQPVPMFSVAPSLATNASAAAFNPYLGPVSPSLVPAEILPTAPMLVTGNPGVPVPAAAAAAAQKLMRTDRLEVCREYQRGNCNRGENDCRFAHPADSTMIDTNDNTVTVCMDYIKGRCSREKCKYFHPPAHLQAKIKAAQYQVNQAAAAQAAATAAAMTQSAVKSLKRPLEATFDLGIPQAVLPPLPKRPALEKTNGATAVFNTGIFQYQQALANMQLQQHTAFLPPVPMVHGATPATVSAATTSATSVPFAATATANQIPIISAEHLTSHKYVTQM
#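 TR-FRET readout: Ex 340 nm, 665/545 nm emission ratio, normalized to buffer-only (basal) and MBNL1-(CUG)12 controls. Complex of MBNL1-His with Biotin-(CUG)12, compounds 92 nM–58 uM, incubated 60 min at room temperature.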
# BRCA1 expr up: activators of BRCA1 expression; MCF7-BRCA1-FFLuc reporter, luminescence, 48 h; response scale: scaled: vehicle 0%, 10 µM genistein 100%; Potency, µM (series often up to 46.1 µM), for the others: top-dose activation, most hits filed as activators; hit rate 1.1% among 380,000; also: nearly all actives have a fitted effect of over 80% in size; some results filed as inactive show a strong effect at the top dose
#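 Luminescence from a BRCA1-driven firefly luciferase in MCF7 cells was read after 48 h compound exposure at 37 C. Data normalized against DMSO and a 10microM genistein activation control, then curve-fitted across the titration.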
# NPC1 promoter act: activators of NPC1 promoter. Huh7 NPC1 promoter luciferase reporter, 24 h. Potency, µM (series often up to 9.22 µM), without a hit: at the highest dose activation, most hits filed as activators. hit rate 2.4% among 320,000;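 also: % of control where 0% means no effect; nearly all actives have a fitted effect of over 60% in size; reporter is driven by a mutant NPC1 promoter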
#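 Luminescence from an NPC1 promoter-driven luciferase reporter in stably transfected Huh7 cells was measured after 24 h compound treatment at 37 °C, followed by 10 min ambient incubation with luciferase detection reagent.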
# Rab9 promoter act: activators of Rab9 promoter; Huh7 Rab9 promoter-luciferase reporter, luminescence, 24 h; Potency, µM (series often up to 9.22 µM), for the others: top-dose activation, negative = inhibition, hits mostly activators; hit rate 2.8% among 320,000; also: % of control where 0% means no effect; nearly all actives have a fitted effect of over 60% in size
#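 Cells were plated at 1500 per well in reduced-serum medium with 10% FBS and left 2 h. Compound in DMSO was then added for 24 h at 37 °C. Reporter signal was read by luminescence after 10 min with luciferase detection reagent.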
# ELG1 genotoxic: genotoxicity induction in ELG1-luciferase HEK293T cells. HEK293T ELG1-luciferase reporter, luminescence, 16 h. Potency, µM (series often up to 46 µM), without a hit: at the highest dose activity change, positive = activation, usual class: activators. hit rate 1.3% among 330,000. AID 504466; also: % of control where 0% means no effect; nearly all actives have a fitted effect of over 60% in size
#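 HEK293T cells expressing luciferase-tagged ELG1 were treated with compound or DMSO for 16 hr at 37°C. Luciferase activity was then read after 30 min with ONE-Glo at room temperature; rising signal flags genetic stress.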
# FLuc modulator: firefly luciferase modulation, counter-screen for miR-21 project; P08659; AID 588342; Potency, µM (titrated, usually from 57.5 µM), inactives show top-dose activity change, negative = inhibition, usual class: inhibitors; hit rate 6.9% among 360,000; purified FLuc, Km substrates, luminescence inhibition;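 also: plate controls were vehicle for no effect and reference inhibitor for full effect; nearly all actives have a fitted effect of over 55% in size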
#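 Biochemical qHTS of compounds, final roughly 60 µM downward over six points, against 10 nM purified firefly luciferase using Km concentrations of substrates (10 uM D-luciferin, 10 uM ATP) in Tris acetate pH 7.5 buffer; luminescence output.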
# uPA surface inh: cell surface uPA generation inhibition. Potency, µM (doses to about 38.3 µM), for inactives: top-dose activity change, negative = inhibition, hits mostly inhibitors. cell surface uPA generation assay, qHTS. hit rate 0.31% among 330,000; active = well fitted inhibition curve with a large enough effect; inconclusive = small, poorly fitted or top-dose-only effect; inactive = no such curve, though single readings can be large or run the other way; tested in mouse RAW 264.7 cells; also: % is scaled to controls: 0 for no effect and ±100 for the full control effect; nearly all actives have a fitted effect of over 55% in size
# MLL CXXC-DNA inh: blocks binding of human MLL CXXC domain to DNA; Potency, µM (doses to about 115 µM), without a hit: top-dose activity change, negative = inhibition, usual class: inhibitors; hit rate 0.037% among 290,000; MLL-CXXC / FITC-HOXA9 DNA fluorescence polarization; active = well fitted inhibition curve with a large enough effect in the polarisation, with a control signal flat, not every such curve was filed as active; inconclusive = small, poorly fitted or top-dose-only effect, or effect the other way, or a change in a side signal; inactive = no such curve, though single readings can be large or run the other way; the % refers to the polarisation
#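 Purified MLL-CXXC (added from a 7 uM solution) was preincubated 5 min at ambient with pinned compounds in 50 mM Tris-HCl pH 7.5, 50 mM NaCl, 1 mM DTT, 0.05% BSA. Fluorescein-labeled HOX-A9 DNA (50 nM solution) followed, 30 min, then polarization read.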
# * marks the source's active call; other numbers are inactive results; ? = inconclusive; / = not tested or not shown; [ ] = another dose, or the depositor's remark. Unless noted, calls follow the shape of the dose curve; as a rule, active = well fitted curve in the direction sought with a large enough effect; inconclusive = small, poorly fitted or top-dose-only effect, or another doubt; inactive = no such curve, though single readings can be large; an effect the other way counts as inactive or inconclusive. Potency is read from the fitted curve at half-maximal effect. Some of the compounds tested; count on the stated rates, not on these rows.
SMILES,RORgamma inh,Gal4-VP16 FLuc,p53 reactivation,MBNL1 CUG block,BRCA1 expr up,NPC1 promoter act,Rab9 promoter act,ELG1 genotoxic,FLuc modulator,uPA surface inh,MLL CXXC-DNA inh
O=C(CCn1c(=S)[nH]c2ccccc2c1=O)N1CCOCC1,29%,-2%,?,-12%,11%,4%,2%,2%,-13%,-10%,-6%
O=C(CSc1nc(=O)[nH]c2c1CCCC2)Nc1cc(C(F)(F)F)cc(C(F)(F)F)c1,/,/,5%,/,5%,-4%,-8%,-9%,3%,8%,/
COCCNC(=O)CN(C(=O)CCC(=O)Nc1cc(C)on1)c1ccccc1C,-5%,-2%,0%,1%,-2%,0%,-9%,0%,-1%,-4%,-4%
CCCCNc1c(-c2ccc(SC(C)CC)c(OC)c2)nc2ccc(C)cn12 (configuration not stated),/,/,2%,/,-74%,0%,-1%,-6%,8.5µM*,?,/
CN(C)CCC#CC1(O)c2ccccc2-c2ccccc21,/,/,/,0%,-4%,4%,0%,1%,0%,-8%,15%
Cc1cccc(NC(=O)/C(C#N)=C/c2ccc[nH]2)c1C,29%,20%,9%,4%,63%,?,4µM*,?,-12%,?,2%
CCn1c(C(=O)N2CCC(C(=O)NCc3cccs3)CC2)cc2sccc21,-32%,17%,-2%,-1%,-9%,-1%,0%,-10%,0%,7%,-1%
O=C(Nc1ncccn1)c1cc(-c2ccc(F)cc2)nc2ccccc12,13%,-7%,-5%,10%,-32%,3%,0%,-4%,?,-7%,-4%
Cc1oc(-c2ccccc2)nc1CS(=O)CC(=O)N1CCc2ccccc2C1 (configuration not stated),?,-2%,-2%,7%,-1%,0%,-2%,-1%,-3%,-14%,13%
O=C(CCC1CCCN(C(=O)c2ccc3c(c2)OCO3)C1)N1CCN(c2ccccn2)CC1 (configuration not stated),32%,-7%,3%,-7%,-8%,-1%,-1%,-5%,-3%,6%,?
Cc1nn(-c2nc3ccccc3s2)c(N)c1Sc1ccc(F)cc1,0%,-10%,?,17%,?,3.2µM*,1.1µM*,?,?,9%,1%
Cc1cc(C)c(C)c(S(=O)(=O)N2CCN(C(=O)c3cc(=O)[nH]c4ccccc34)CC2)c1C,?,5%,-19%,2%,-27%,-2%,-4%,-1%,7%,/,-12%
Cc1ccccc1C(=O)NC(=S)NCC(=O)c1ccccc1,11µM*,?,-4%,5%,30%,-3%,4%,0%,-14%,2%,3%
O=C(NCc1cccnc1)c1cnn2ccccc12,6%,1%,11%,-19%,-6%,-4%,2%,2%,7%,-14%,0%
Cc1ccc(C(=O)CCNc2cccc(Br)c2)o1,11%,?,3%,2%,-33%,6%,19%,10%,-8%,-2%,-3%
CC(=O)Nc1ccc(N2C(=O)CSC2c2c(F)cccc2Cl)cc1 (configuration not stated),2%,1%,-7%,1%,7%[1.84 µM],-3%,-6%,2%,1%,-3%,6%
CCCN1C(=O)/C(=C2\SC(=S)N(c3c(C)n(C)n(-c4ccccc4)c3=O)C2=O)c2ccccc21,?,4%,-1%,-1%,10%,3%,-3%,-1%,1%,0%,-8%
O=C(O)CC1(CC(=O)Nc2ccc(F)cc2F)CCCCC1,-1%,-5%,-1%,-19%,-2%,-2%,-4%,0%,5%,1%,-6%
CS(=O)(=O)Nc1ccc(C(=O)NCC2CCCO2)cc1 (configuration not stated),-15%,-1%,8%,9%,19%,0%,2%,0%,4%,2%,1%
COc1ccc(N(CC(=O)N2CCCC(C)C2)S(=O)(=O)c2c(C)nn(C)c2C)cc1 (configuration not stated),1%,-8%,1%,-5%,1%,-1%,-3%,0%,1%,?,-4%
CC(=O)C1=C(O)C(=O)N(CCC(=O)O)C1c1ccccc1Cl (configuration not stated),-18%,10%,1%,5%,0%,-1%,-3%,-1%,2%,/,6%
O=C(O)c1cc2ccc3ccccc3c2[nH]1,17%,-3%,-4%,-1%,0%,-1%,3%,1%,-6%,9%,10%
CCN(CC)c1ccc(/C=N/NC(=S)NCc2ccc(OC)cc2)cc1,0.89µM*,1.4µM*,-5%,-2%,-59%,-2%,-2%,1%,-3%,0%,9%
Cc1ccc(Nc2n[nH]c(C)c2[N+](=O)[O-])cc1C,35%,-10%,22µM*,-4%,?,1.6µM*,1.1µM*,?,3µM*,-1%,?
Cc1ccc(CN2CCN(Cc3cc4ccccc4o3)CC2CCO)cc1 (configuration not stated),0%,0%,1%,7%,-8%,3%,6%,-3%,-3%,31%[activator],-14%

# A portion from the list above, for reference:
SMILES,RORgamma inh,Gal4-VP16 FLuc,p53 reactivation,MBNL1 CUG block,BRCA1 expr up,NPC1 promoter act,Rab9 promoter act,ELG1 genotoxic,FLuc modulator,uPA surface inh,MLL CXXC-DNA inh
O=C(CCn1c(=S)[nH]c2ccccc2c1=O)N1CCOCC1,29%,-2%,?,-12%,11%,4%,2%,2%,-13%,-10%,-6%
O=C(CSc1nc(=O)[nH]c2c1CCCC2)Nc1cc(C(F)(F)F)cc(C(F)(F)F)c1,/,/,5%,/,5%,-4%,-8%,-9%,3%,8%,/

# Going on with the list:
SMILES,RORgamma inh,Gal4-VP16 FLuc,p53 reactivation,MBNL1 CUG block,BRCA1 expr up,NPC1 promoter act,Rab9 promoter act,ELG1 genotoxic,FLuc modulator,uPA surface inh,MLL CXXC-DNA inh
O=C(Nc1cccc(-c2cn3ccccc3n2)c1)c1cccs1,-16%,-1%,13%,1%,1%,21%,13%,?,3.4µM*,1%,1%
NS(=O)(=O)c1cccc(NC(=O)CN2CCCc3ccccc32)c1,3%,13%,0%,2%,-25%,?,4%,-3%,2%,1%,8%
CCOc1cccc(/C=N/NC(=O)c2cccnc2)c1O,0.2µM*,0.32µM*,/,29%,-73%,-21%,-11%,?,19µM*,10µM*,0%
CN(C)c1cccc(C(=O)Nc2cc(C(F)(F)F)ccc2-n2cnc3ccccc32)c1,-9%,4%,4%,-2%,-8%,0%,-7%,-1%,-3%,-5%,0%
COc1ccc(N2CCN(C(=O)[C@H](C)NC(=O)c3ccccc3Cl)CC2)cc1,-13%,9%,-4%,-5%,-15%,-6%,-1%,1%,1%,0%,21%
Cc1cccc(NC(=S)N2CCCCC2c2cccnc2)c1C (configuration not stated),-28%,8%,-2%,/,-31%,-2%,1%,1%,1%,-2%,?
Cc1ccc(-c2nc3cnccn3c2Nc2ccc3c(c2)OCO3)cc1,42%,0%,?,?,-49%,2%,2%,-4%,?,-14%,5%
NN1C(=O)/C(=C2/Sc3ccccc3N2CCCS(=O)(=O)O)SC1=S,-11%,2%,/,?,-3%,-2%,-3%,1%,-18%,16%,?
CSc1nnc2c(n1)c(C)nn2-c1cccc(C)c1,7%,10%,?,79%[activator],8%,3%,-5%,1%,13µM*,-7%,-6%
Cc1ccc(C)c(S(=O)(=O)NCc2ccc(C(=O)N3CCOCC3)cc2)c1,7%,-6%,-9%,6%,4%,-1%,0%,3%,-2%,-1%,8%
CN1CCN(C(=O)/C=C/c2c(F)cccc2Cl)CC1,-25%,-9%,17%,14%,40%,16%,13%,8%,-7%,-5%,3%
COc1cccc(C(=O)O/N=C(\N)c2ccccn2)c1,?,14µM*,/,1%,?,2.5µM*,3.2µM*,?,0.076µM*,?,19%
COc1ccc(CCNC(=O)CSc2nc(N)c(C#N)c(-c3cccs3)c2C#N)cc1OC,8%,-8%,-8%,44%[activator],-16%,2%,0%,-1%,-1%,9%,23%
Cc1ccccc1C(=O)NNC(=O)c1ccc2nc[nH]c2c1,/,/,0%,/,20%,-1%,-3%,15%,-24%,3%,/
Cc1sc2nc(-c3ccccc3)oc(=O)c2c1C,27%,-1%,-1%,-10%,22%,20%,21%,3%,5.4µM*,-1%,-9%
Cc1cc(C(=O)NCCN2CCOCC2)ccc1[N+](=O)[O-],-6%,2%,2%,?,17%,-5%,1%,2%,-1%,-1%,-17%
O=C(OCc1cnc(Cl)s1)c1cccc(Cl)c1,10%,-16%,-4%,20%,6%,-2%,8%,-1%,-1%,-4%,9%
CCCN(C(=O)COC(=O)C12CCC(=O)N1c1ccccc1S2)c1c(N)n(Cc2ccccc2)c(=O)[nH]c1=O (configuration not stated),-10%,1%,3%,6%,-1%,2%,3%,2%,-1%,9%,-12%
COc1cc(C(=O)NCC(c2ccco2)N2CCc3ccccc32)cc(OC)c1OC (configuration not stated),/,/,-4%,/,-30%,0%,1%,-3%,3%,3%,/
COC(=O)c1c(NC(=O)C2CCCCC2)sc2c1CCN(C(C)C)C2,-16%,2%,11%,9%,-12%,-9%,0%,-1%,1%,1%,/
O=C(N/N=C/c1ccc([N+](=O)[O-])o1)C(O)c1ccccc1 (configuration not stated),3%,-27%,10%,?,-84%,1%,-24%,-9%,-1%,?,0%
